# VLA-4 inh: inhibition in human VLA-4 binding assay, primary screen, VLA-4 allosteric modulator project, MLPCN library, flow cytometry, VLA-4 expressing cells; 0.2% of 330,000 active; Integrin alpha-4 (Homo sapiens), P13612; inhibition, % (about 7 µM as worked out from the volumes in the protocol); ligand binding flow cytometry; in the data active means inhibition above about 50%
# GLD-1 RNA inh: GLD-1/TGE RNA complex disruptors, primary screen, biochemical, fluorescence polarization. 0.44% of 320,000 active. inhibition, % at 5.96 µM. purified GLD-1 + fluorescein TGE RNA. Female germline-specific tumor suppressor gld-1 (Caenorhabditis elegans), Q17339;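 active means percent inhibition above a per-plate cutoff, the plate mean of test compounds plus 3 SD, cut at about 30% in these data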;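 further: 0% = DMSO wells with GLD-1 and probe and 100% = wells lacking GLD-1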
# MEX-5 binding: MEX-5 zinc finger RNA-binding disruptors – biochemical, C. elegans, fluorescence polarization, MLPCN library, primary screen | MEX-5/FITC-TCR2 RNA binding; active compounds read low | activity score (negative = inhibition of binding), % at 10 µM | AID 1832, 2009 | 0.38% of 300,000 active;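 active means inhibition past about -25% in most replicates, and total fluorescence under double the plate's negative control median, limit read from the data; inconclusive means replicates evenly split on the limit, or fluorescence at least double controls; inactive means too little inhibition in most replicates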;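 further: 0% = DMSO and -100% = 5 µM competing unlabeled TCR2 RNA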
# Target sequence (Q9XUB2 whole entry, looked up): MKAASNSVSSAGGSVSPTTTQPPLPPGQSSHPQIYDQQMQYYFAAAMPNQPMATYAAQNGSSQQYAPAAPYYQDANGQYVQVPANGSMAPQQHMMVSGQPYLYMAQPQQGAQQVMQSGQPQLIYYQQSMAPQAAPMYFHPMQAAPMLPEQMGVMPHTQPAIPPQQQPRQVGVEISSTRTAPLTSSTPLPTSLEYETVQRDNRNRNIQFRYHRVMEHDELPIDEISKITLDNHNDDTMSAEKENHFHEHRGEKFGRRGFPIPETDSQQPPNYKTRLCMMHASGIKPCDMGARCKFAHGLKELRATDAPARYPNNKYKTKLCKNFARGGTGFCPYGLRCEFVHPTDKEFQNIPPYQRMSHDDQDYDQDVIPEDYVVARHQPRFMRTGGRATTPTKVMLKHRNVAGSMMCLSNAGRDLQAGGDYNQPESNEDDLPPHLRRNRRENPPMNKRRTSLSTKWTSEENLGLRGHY
# GRK2 inh: compounds blocking aptamer binding on GRK2 – biochemical, human GRK2, bead flow cytometry, HTS, primary screen. 0.59% of 330,000 active. FAM-aptamer displacement from GRK2. inhibition of aptamer binding, % at 10 µM;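 active means inhibition of aptamer binding above 40%, roughly 3 SD of noise, on plates passing a quality check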;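 further: median bead fluorescence of bound FAM aptamer so fluorescent compounds give negative values; no value below 0 was filed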
# BCLXL inh: inhibitors of human Bcl-xL, primary screen, biochemical, fluorescence polarization, HTS; Bcl-2-like protein 1 (Homo sapiens), Q07817; GST-Bcl-xL / FITC-Bim BH3 peptide fluorescence polarization; inhibition, % at 10.9 µM; 0.7% of 320,000 active; AID 2129, 2009;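 active means inhibition above the mean of all tested compounds plus 3 SD, cutoff set per campaign, cut at about 30% in these data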;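 further: 0% = DMSO wells and 100% = unlabeled Bim-BH3 peptide competitor; inhibitors lower millipolarization by displacing the labeled peptide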
# Target sequence (Q07817 whole entry, looked up): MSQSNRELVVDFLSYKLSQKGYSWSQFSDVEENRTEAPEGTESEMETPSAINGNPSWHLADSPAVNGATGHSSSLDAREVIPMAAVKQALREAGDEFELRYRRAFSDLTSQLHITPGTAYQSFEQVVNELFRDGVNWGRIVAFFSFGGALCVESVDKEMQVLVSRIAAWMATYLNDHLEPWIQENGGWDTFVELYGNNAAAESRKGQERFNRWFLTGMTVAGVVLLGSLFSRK
# MCL1 BIM primary: inhibitors of MCL1 binding to BIM-BH3, primary screen, biochemical, fluorescence polarization; Induced myeloid leukemia cell differentiation protein Mcl-1 (Homo sapiens), Q07820; GST-MCL1 / FITC-Bim-BH3 fluorescence polarization; inhibition, % at 10.9 µM; 0.68% of 320,000 active; AID 2057, 2009;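 active means inhibition above the mean inhibition of all tested compounds plus 3 SD, set per campaign, cut at about 40% in these data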;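 further: 0% = DMSO wells and 100% = unlabeled Bim-BH3 peptide control; higher means more loss of mP so more displacement of Bim peptide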
# Target sequence (Q07820 whole entry, looked up): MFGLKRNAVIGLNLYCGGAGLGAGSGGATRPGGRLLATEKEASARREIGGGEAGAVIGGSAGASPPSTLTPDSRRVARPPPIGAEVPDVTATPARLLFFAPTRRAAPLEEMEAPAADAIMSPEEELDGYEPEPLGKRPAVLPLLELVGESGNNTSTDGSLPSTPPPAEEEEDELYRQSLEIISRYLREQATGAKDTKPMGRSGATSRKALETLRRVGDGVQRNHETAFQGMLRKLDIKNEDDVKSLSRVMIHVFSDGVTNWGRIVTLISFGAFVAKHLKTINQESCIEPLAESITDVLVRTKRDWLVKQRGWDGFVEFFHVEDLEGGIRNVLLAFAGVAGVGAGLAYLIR
# CIT2 TOR yeast: modulators of CIT2-GFP expression in yeast, primary screen, S. cerevisiae, GFP fusion, multiplex flow cytometry, MLPCN library; GFP response vs DMSO, % at 10 µM; AID 2029, 2009; S. cerevisiae CIT2-GFP strain, 3 h; 100 means same as DMSO wells; 0.065% of 320,000 active;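 active means GFP response relative to DMSO above a set limit, near the screen mean plus 3 SD, cut at about 150% in these data; inconclusive means Fewer than 70 cells measured for a yeast strain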;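 further: ratio of well median GFP fluorescence to mean of DMSO wells on the plate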
# CR mimetic SO: reduction of superoxide in aged yeast, primary screen, HTS; S. cerevisiae aged cells, superoxide DHE fluorescence; active compounds read low; superoxide response (% of plate mean), % at 10 µM; 0.18% of 330,000 active; AID 2690, 2010;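 active means superoxide response under a set limit, about three screen SD below normal, cut at about 65% in these data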;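 further: yeast aged for seven days with compound at 30 °C before DHE staining; 100% = average MFI of all compound-treated wells on the plate with controls excluded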
# AGP1-GFP MLPCN: modulators of AGP1-GFP expression in yeast TOR pathway, primary screen, cell-based, multiplex flow cytometry, S. cerevisiae, MLPCN library; 3 h; GFP as percent of DMSO wells; GFP response vs DMSO, % at 10 µM; 0.02% of 320,000 active; AID 2066, 2009;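 active means GFP response relative to DMSO above a set limit, near screen average plus 3 SD, cut at about 150% in these data; inconclusive means fewer than 70 cells counted for the yeast strain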;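 further: median GFP channel fluorescence of the gated AGP1 strain per well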
# An asterisk follows results filed as active; ? = inconclusive; / = no result given; [ ] = dose if it differs, or a comment.
SMILES,VLA-4 inh,GLD-1 RNA inh,MEX-5 binding,GRK2 inh,BCLXL inh,MCL1 BIM primary,CIT2 TOR yeast,CR mimetic SO,AGP1-GFP MLPCN
CC(C)(C)OC(=O)[C@H](Cc1ccccc1)NC(=O)c1[nH]cnc1C(=O)Nc1cccc(Cl)c1,-23,5,1.4,0,-3,3,96,102,97
C=CC[C@@H](CC(=O)N[C@@H](CO)Cc1ccccc1)C(=O)N[C@@H](C)COC(=O)[C@@H](CC=C)Cc1ccc(F)cc1,2,7,/,0,/,/,83,107,90
CCn1c(C(=O)N2CCCC(C(=O)NCCCc3ccccc3)C2)cc2sccc21 (centres undefined),-7,5,-0.5,0,0,1,91,98,90
Cc1ccc2nc(-c3ccc(NC(=O)COC(=O)c4ccc(=O)[nH]c4)cc3)sc2c1,-2,-3,-0.1,7,-10,-35,95,103,100
COc1ccc(NC(=O)c2coc3ccccc23)cc1OC,3,9,-0.4,3,1,3,95,114,88
CCOc1ccccc1CN1CCN(Cc2ccc(C)o2)C(CCO)C1 (centres undefined),-5,-2,-3.5,0,6,9,116,103,102
CCN(CC)C(=O)CN(C#N)c1nc(Cl)nc(N(C)C)n1,13,0,-0.9,0,2,-4,91,104,99
COc1ccccc1-n1c(C)nc2cc(C(=O)NCCN3CCOCC3)ccc21,30,4,-0.3,0,1,-1,98,87,93
Cc1ccc(NC(=S)NC(=O)c2ccc(Br)o2)c(C)c1,9,-4,1.4,0,5,3,92,110,96
CC(C)CCN1CCN(Cc2coc3ccccc3c2=O)CC1CCO (centres undefined),-17,7,1.1,1,4,1,103,108,100
O=P(O)(CN1CCCCCC1)C1Cc2ccccc2C1,5,10,-5.1,1,26,24,105,96,109
CCN(CC)C(=O)C(=O)N/N=C/c1ccc(F)cc1,16,8,-0.7,0,6,9,94,101,95
NS(=O)(=O)c1ccc(CCNC(=O)c2ccncc2)cc1,-5,-5,0.6,7,-11,-16,100,85,95
COC(=O)C1=C(N)Oc2cc(C)[nH]c(=O)c2C1c1ccc(Cl)cc1 (centres undefined),-9,-4,-0.2,0,-2,2,105,101,94
COc1cc(CN2CCNC(=O)C2CC(=O)NC2CCCCC2)cc(OC)c1 (centres undefined),-35,13,0.8,0,30,29,108,108,92
COc1ccc(NS(=O)(=O)c2c(C)cc(C)cc2C)cn1,0,27,-3.8,0,24,18,88[may fluoresce red],107,?
COc1ccc(N2CCN(C(=O)c3ccccc3NS(=O)(=O)c3ccc(C)cc3)CC2)cc1,8,/,3.3,3,/,/,106,100,86
CC(C)(C)NC(=O)c1cccc(NC(=O)Cc2cccs2)c1,6,3,-0.4,1,-4,0,94,94,95
Cc1ccc(C(O)(C(=O)NNS(=O)(=O)c2ccc(C)cc2)c2ccc(C)cc2)cc1,9,1,-1.6,0,-1,-9,107,94,102
Cc1ccc(-c2cc(-c3ccco3)c3c(N)c(C(=O)NN)oc3n2)cc1,-167,8,2.3,0,-4,-30,112,122,95
Cc1ccccc1CNC(=O)c1cc2ccccc2o1,11,1,-0.7,0,-2,-9,96,90,92
Cc1ccccc1N1CC(C(=O)Nc2ccc3c(c2)OCO3)CC1=O (centres undefined),11,4,-1.9,4,5,13,93,84,88
Cc1ccc(C)c(S(=O)(=O)N/N=C/c2cccnc2)c1,12,-1,2.9,2,5,10,96,106,99
COc1cccc(NC(=S)N(CCCN2CCOCC2)C(C)c2cc3ccccc3o2)c1 (centres undefined),14,1,-1.5,1,5,7,92,111,98
O=C(Nc1ccc(F)cc1)Nc1ccc(Cl)cn1,5,0,-1.4,0,4,3,89,104,95
CCn1cc(C(=O)NCCOC)c(=O)c2ccc(C)nc21,-4,-6,0.4,0,-2,6,101,99,93
COc1cccc(OC)c1C(=O)NC(=S)Nc1ccc2c(c1)C(=O)N(C)C2=O,28,6,0.1,1,4,17,90,97,97
C=CCc1cc(OC)ccc1OCCN1CC(C)OC(C)C1 (centres undefined),-4,2,-0.8,6,5,14,105,86,100
COc1cccc(-c2c(-c3cc(OC)cc(OC)c3)n(C)c3ccc(-c4ccc5[nH]ccc5c4)cc23)c1,1,-8,/,0,-2,-8,90,78,90
COc1cccc(C2CC(=O)N3CN(c4cccc(Cl)c4C)CSC3=C2C#N)c1OC (centres undefined),-8,5,2.0,5,-28,-27,103,87,101
O=C(Cn1c(-c2cscn2)nc2ccccc21)Nc1ccc2ccccc2c1,1,-2,0.7,0,-4,-5,90,118,94
Nc1nnnn1/N=C/c1cc(Cl)cc(Cl)c1O,16,78*,0.6,3,109*,133*,103,100,101
Cc1cc(C(=O)NC2CCC(O)CC2)c(C)o1 (centres undefined),-3,5,/,0,/,/,96,94,99
COc1ccccc1NC(=O)c1ccc(NS(=O)(=O)c2ccc(F)c(F)c2F)cc1,12,5,-1.5,3,4,5,95,101,93
Cc1noc2ncnc(Sc3ccccc3Cl)c12,10,1,1.3,0,-1,-1,100,100,100
O=C(Cn1cc(C(F)(F)F)ccc1=O)Nc1ccc2c(c1)OCCO2,0,0,/,2,/,/,111,78,102
C=CCC1NS(=O)(=O)OC2CCCCC12 (centres undefined),7,-2,1.1,2,-7,-13,74,102,84
Cc1oc2c(CN3CCOCC3)c(O)ccc2c(=O)c1-c1ccccc1,-4,5,0.4,2,0,0,99,91,105
CC1(C)CC(=O)c2sc(NC(=O)C3COc4ccccc4O3)nc2C1 (centres undefined),-12,-3,1.3,0,4,5,123,95,105
Cc1cc(C)cc(NC(=O)C2CCCN(c3nc(C)cc(C)n3)C2)c1 (centres undefined),2,3,-2.2,3,2,3,108,84,96
COc1cccc(CN(C(=O)c2cc3ccccc3oc2=O)C2CC2)c1,1,-3,-2.6,0,4,7,97,103,101
Fc1ccc(C(c2nnnn2C2CCCC2)N(Cc2ccco2)CC2CCCO2)cc1 (centres undefined),3,1,0.9,2,5,4,96,93,95
Cc1cccc2cc(CN(Cc3ccc(F)cc3)C(=O)C(F)(F)F)c3nnnn3c12,7,4,1.4,0,3,8,/,100,99
COCCn1c(C)cc(C(=O)COC(=O)c2ccc(NC(=O)CC#N)cc2)c1C,-16,-29,4.0,1,-18,-31,94,104,96
Cc1cc(NC(=O)OC(C)C)ccc1-c1ccc(NC(=O)OC(C)C)cc1C,24,8,-0.3,0,4,2,93,135,98
COc1ccc(Cc2nn3c(Cn4nnc5ccccc54)nnc3s2)cc1,7,0,2.1,4,1,4,105,110,100
CCN(CC)C(=O)CC(c1ccc(N(C)C)cc1)c1c(O)cc(OC)cc1OC (centres undefined),-6,2,1.7,2,3,6,101,101,104
COc1cc(C)ccc1S(=O)(=O)N1CCN(C23CC4CC(CC(C4)C2)C3)CC1,2,-4,-0.2,0,3,6,94,88,92
Cc1cccc(C(=O)N2CCN(CCNC(=O)C(=O)Nc3ccc(F)cc3)CC2)c1,-2,10,3.0,0,2,1,105,91,97
Cc1ccc(C)c(S(=O)(=O)Nc2ccccc2C(=O)Nc2ccc(S(=O)(=O)Nc3ncccn3)cc2)c1,20,-2,2.2,2,8,4,110,93,111

# Retrieved by structure from the list above:
SMILES,VLA-4 inh,GLD-1 RNA inh,MEX-5 binding,GRK2 inh,BCLXL inh,MCL1 BIM primary,CIT2 TOR yeast,CR mimetic SO,AGP1-GFP MLPCN
Fc1ccc(C(c2nnnn2C2CCCC2)N(Cc2ccco2)CC2CCCO2)cc1 (centres undefined),3,1,0.9,2,5,4,96,93,95
Cc1cccc(C(=O)N2CCN(CCNC(=O)C(=O)Nc3ccc(F)cc3)CC2)c1,-2,10,3.0,0,2,1,105,91,97
Cc1ccc(C)c(S(=O)(=O)Nc2ccccc2C(=O)Nc2ccc(S(=O)(=O)Nc3ncccn3)cc2)c1,20,-2,2.2,2,8,4,110,93,111

# Further entries follow.
SMILES,VLA-4 inh,GLD-1 RNA inh,MEX-5 binding,GRK2 inh,BCLXL inh,MCL1 BIM primary,CIT2 TOR yeast,CR mimetic SO,AGP1-GFP MLPCN
CCC(NC(=O)/C(=C\c1ccc2c(c1)OCO2)NC(C)=O)C(=O)O (centres undefined),13,12,2.4,0,7,25,104,90,111
COc1cccc(NC(=O)CCS(=O)(=O)c2cccs2)c1,40,0,0.0,3,-1,5,97,106,102
Cc1ccc(N2CC(C(=O)N3CCC(C(=O)Nc4ccc(Br)cc4)CC3)CC2=O)cc1 (centres undefined),16,-2,4.1,0,0,-1,101,101,106
CCS(=O)(=O)c1ccc2oc(SCC(=O)NCCc3ccc(F)cc3)nc2c1,3,2,2.1,9,3,-1,114,80,112
COc1ccccc1N1CCN(CC(C)N(C(=O)C2CCCCC2)c2ccccn2)CC1 (centres undefined),8,-3,-4.1,0,6,1,92,113,90
CCC(C)N1C(=O)CCC1C(=O)NCCc1ccc(Cl)cc1 (centres undefined),10,-8,0.0,0,2,-1,98,118,93
COc1ccc(NC(=O)COC(=O)CCCc2c[nH]c3ccccc23)cc1,1,3,1.6,0,-2,0,102,76,94
CSCCC1NC(=O)N(CC(=O)Nc2c(Cl)cc(Cl)cc2Cl)C1=O (centres undefined),7,1,1.3,0,2,-6,100,88,104
Cc1ccccc1N(CC(=O)NCCSC1CCCCC1)S(=O)(=O)c1ccccc1,29,0,0.5,0,2,5,96,92,103

# In the list so far, these contain fluorine.
SMILES,VLA-4 inh,GLD-1 RNA inh,MEX-5 binding,GRK2 inh,BCLXL inh,MCL1 BIM primary,CIT2 TOR yeast,CR mimetic SO,AGP1-GFP MLPCN
C=CC[C@@H](CC(=O)N[C@@H](CO)Cc1ccccc1)C(=O)N[C@@H](C)COC(=O)[C@@H](CC=C)Cc1ccc(F)cc1,2,7,/,0,/,/,83,107,90
CCN(CC)C(=O)C(=O)N/N=C/c1ccc(F)cc1,16,8,-0.7,0,6,9,94,101,95
O=C(Nc1ccc(F)cc1)Nc1ccc(Cl)cn1,5,0,-1.4,0,4,3,89,104,95
COc1ccccc1NC(=O)c1ccc(NS(=O)(=O)c2ccc(F)c(F)c2F)cc1,12,5,-1.5,3,4,5,95,101,93
O=C(Cn1cc(C(F)(F)F)ccc1=O)Nc1ccc2c(c1)OCCO2,0,0,/,2,/,/,111,78,102
Fc1ccc(C(c2nnnn2C2CCCC2)N(Cc2ccco2)CC2CCCO2)cc1 (centres undefined),3,1,0.9,2,5,4,96,93,95
Cc1cccc2cc(CN(Cc3ccc(F)cc3)C(=O)C(F)(F)F)c3nnnn3c12,7,4,1.4,0,3,8,/,100,99
Cc1cccc(C(=O)N2CCN(CCNC(=O)C(=O)Nc3ccc(F)cc3)CC2)c1,-2,10,3.0,0,2,1,105,91,97
CCS(=O)(=O)c1ccc2oc(SCC(=O)NCCc3ccc(F)cc3)nc2c1,3,2,2.1,9,3,-1,114,80,112

# Screens as filed in PubChem.
